Screening data as filed in PubChem BioAssay.
AddAB inh – growth inhibition of E. coli expressing H. pylori AddAB, primary screen, AddAB inhibitor project, absorbance | inhibition, % at 11.9 µM | 330,000 compounds, 0.29% hits | AID 435030, 2010; in the data active means inhibition above about 12%;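 further: 0% = vehicle wells of infected cells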
phage Ecoli inh – growth loss of phage-infected E. coli, primary screen, RecBCD inhibitor project, absorbance, with phage, HTS. inhibition, % at 11.9 µM. 360,000 compounds, 0.26% hits. AID 651602, 2012; in the data active means inhibition above about 11%
HTR5A inv ctr – HTR5A inverse agonists in luminescence cell assay, primary screen, counter-screen for OPRM1-OPRD1 heterodimer inverse agonist project, full-deck HTS | 5-hydroxytryptamine receptor 5A (Homo sapiens), P47898 | HTR5A cell line, inverse agonism | inhibition, % at 9.3 µM | 340,000 compounds, 0.083% hits | AID 504634, 2011; in the data active means inhibition mostly above about 23%, no sharp cut-off; inactive means mostly below about 18%;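 further: 0% = cells with DMSO and 100% = no-cell wells with DMSO; some compounds called inactive have numbers as strong as hits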
CDK5 inh – inhibitors of human CDK5/p35 kinase, primary screen, biochemical, single concentration. Cyclin-dependent kinase 5 (Homo sapiens) + Cyclin-dependent kinase 5 activator 1 (Homo …. Recombinant CDK5/p35, ADP-Glo luminescence, 60 min. inhibition, % at 10 µM. 330,000 compounds, 0.01% hits. AID 488839, 2010;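 active means highest replicate inhibition of at least 50% and at least 75% of replicates reaching 50%; inconclusive means only one of the two criteria met; inactive means both criteria failed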;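 further: plate controls were DMSO neutral control for no effect and GW8510 at 10 µM for full effect; many of its hits are not listed in these tables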
Tat export inh – E. coli Tat export inhibitors, primary screen, MC4100, TorA-mCherry reporter, fluorescence, single point. inhibition, % at 10 µM. 340,000 compounds, 0.036% hits;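 active means mean replicate inhibition at least 50% and at least half of replicates individually reaching 50%; inconclusive means only one of the two criteria met; inactive means neither criterion met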;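 further: exported cargo escapes ClpAP degradation while cytoplasmic cargo is degraded and loses fluorescence; 0% = median of neutral control wells and 100% = median of NaSCN control wells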
DAGLB inhibitor – DAGLB lipase inhibitors, primary screen, biochemical, fluorescence, HTS | Diacylglycerol lipase-beta (Homo sapiens), Q8NCG7 | HEK293T DAGLB membrane lysate, EnzChek fluorogenic substrate | inhibition, % at 5.17 µM | 340,000 compounds, 0.059% hits; in the data active means inhibition above about 34%;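 further: 0% = enzyme with vehicle and 100% = wells lacking enzyme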
Target sequence (Q8NCG7 whole entry, looked up): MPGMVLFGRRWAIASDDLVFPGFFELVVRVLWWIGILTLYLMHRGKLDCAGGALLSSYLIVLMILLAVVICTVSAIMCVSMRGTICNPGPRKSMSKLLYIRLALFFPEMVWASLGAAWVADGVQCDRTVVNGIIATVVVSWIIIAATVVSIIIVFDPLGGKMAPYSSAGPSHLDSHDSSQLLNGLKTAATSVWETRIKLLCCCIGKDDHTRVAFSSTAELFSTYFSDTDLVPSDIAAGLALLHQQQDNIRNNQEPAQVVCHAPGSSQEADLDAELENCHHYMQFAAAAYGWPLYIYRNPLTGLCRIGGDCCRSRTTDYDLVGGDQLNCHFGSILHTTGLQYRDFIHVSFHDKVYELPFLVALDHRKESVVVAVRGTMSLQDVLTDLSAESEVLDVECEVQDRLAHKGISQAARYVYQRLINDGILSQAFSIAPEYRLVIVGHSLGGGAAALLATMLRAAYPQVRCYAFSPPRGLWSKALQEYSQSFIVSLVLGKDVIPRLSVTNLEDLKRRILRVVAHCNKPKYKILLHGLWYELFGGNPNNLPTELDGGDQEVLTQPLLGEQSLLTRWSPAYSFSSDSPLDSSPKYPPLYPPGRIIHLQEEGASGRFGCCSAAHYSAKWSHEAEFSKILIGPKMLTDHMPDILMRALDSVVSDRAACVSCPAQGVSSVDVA
PKA-R1A act – activators of PKA-R1A holoenzyme, primary screen, biochemical, fluorescence polarization, Cy5-IP20, bovine R1A, mouse PKAc; PKA-R1A dissociation; scaled: DMSO 0%, 113 µM cGMP 100%; activation, % at 11.4 µM; 340,000 compounds, 0.083% hits;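 active means percent activation above the mean of all tested compounds plus 3 SD, cut at about 19% in these data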;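 further: higher means more PKAc released from R1A so a rise in polarization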
SUMO Mot1 rescue – yeast Mot1-301 growth rescue at high temperature, primary screen, SUMOylation pathway inhibitor project, S. cerevisiae, ATP luminescence, 38.5C; AID 2716, 2010; 320,000 compounds, 1% hits; S. cerevisiae Mot1-301 growth rescue; percent above DMSO median, 100 means doubled; growth rescue, % at 18.8 µM;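 active means every valid replicate shows activation above 250% relative to neutral control wells; inactive means the rest, any valid replicate at or below 250%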;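 further: OY570 slx delta 5 strain wells were the positive control but not used for scaling; some compounds called inactive have numbers as strong as hits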
PKA-R2B activ – activators of PKA-R2B holoenzyme, primary screen, biochemical, fluorescence polarization, Cy5-IP20, human; PKA-R2B holoenzyme dissociation; R2B truncated from residue 108, S112A mutant; 0% DMSO only, 100% 113 µM cGMP; 340,000 compounds, 0.079% hits; AID 504700, 2011; activation, % at 11.4 µM;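 active means activation above a cutoff set at the mean over all compounds plus 3 SD, cut at about 18% in these data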;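 further: higher means more holoenzyme dissociation and a rise in polarization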
Target sequence (P31323 whole entry, looked up, other chains not shown, the tested form may be a part): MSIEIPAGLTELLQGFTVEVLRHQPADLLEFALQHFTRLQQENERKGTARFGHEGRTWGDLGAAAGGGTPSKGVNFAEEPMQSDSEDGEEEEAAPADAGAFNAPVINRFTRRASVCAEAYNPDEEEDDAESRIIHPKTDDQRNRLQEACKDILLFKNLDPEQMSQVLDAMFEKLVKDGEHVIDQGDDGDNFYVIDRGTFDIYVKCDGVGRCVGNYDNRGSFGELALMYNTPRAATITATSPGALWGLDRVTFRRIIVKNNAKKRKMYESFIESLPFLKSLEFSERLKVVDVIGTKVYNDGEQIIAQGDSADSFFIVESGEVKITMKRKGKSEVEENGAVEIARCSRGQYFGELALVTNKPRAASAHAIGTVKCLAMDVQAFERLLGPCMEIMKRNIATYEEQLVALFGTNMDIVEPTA
HTR5A ag ctr – HTR5A agonists in luminescence cell assay, primary screen, counter-screen for OPRM1-OPRD1 heterodimer agonist project, full-deck HTS. 5-hydroxytryptamine receptor 5A (Homo sapiens), P47898. activation, % at 9.3 µM. cell-based. 340,000 compounds, 0.61% hits. AID 504692, 2011; in the data active means activation mostly above about 9.5%, no sharp cut-off; inactive means mostly below about 7.6%;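 further: 0% = cells with vehicle only and 100% = reference agonist; strong numbers were not always called active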
E coli growth – E. coli V3065 growth inhibition, primary screen, counter-screen for AddAB inhibitor project, absorbance, OD600; 18 h; inhibition, % at 11.9 µM; 330,000 compounds, 0.27% hits;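 active means inhibition above the campaign's mean inhibition across all tested compounds plus 3 SD, cut at about 9.9% in these data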;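 further: uninfected addAB+ strain grown without phage in ampicillin broth; 0% = DMSO wells and 100% = ciprofloxacin 0.95 µg/ml wells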
An asterisk follows results filed as active; u = inconclusive; x = no result given.

SMILES	AddAB inh	phage Ecoli inh	HTR5A inv ctr	CDK5 inh	Tat export inh	DAGLB inhibitor	PKA-R1A act	SUMO Mot1 rescue	PKA-R2B activ	HTR5A ag ctr	E coli growth
O=C(NC(=S)Nc1ccccc1F)C1CCCCC1	-0.4	2.3	-9	1.0	-8	-5	1	-2	-3	2	1.0
CS(=O)(=O)NN1C(=O)c2ccccc2NC1c1c[nH]c2ccccc12 (stereo not given)	-0.7	4.3	-12	0.9	-18	2	-1	x	2	2	0.8
COc1cc(/C=N/Nc2nc(C)cc(=O)[nH]2)ccc1OC(=O)c1cccnc1	3.5	2.6	1	0.1	0	0	-7	-9	-6	0	0.3
CN(C)C(=O)c1c([N+](=O)[O-])c(C(C)(C)C)nn1C	-0.3	3.8	-7	-0.9	-2	-1	-5	-3	-4	-2	-1.0
Brc1ccc(NC2=Nc3ccccc3CC2)cc1	1.2	1.2	4	-0.1	u	-7	-3	-40	0	1	0.9
O=C(NCCCn1ccnc1)c1cc(Br)c(Br)s1	4.5	3.6	9	2.3	6	4	5	-5	2	-2	1.8
Cc1nc(C)c(C(=O)NCc2ccccc2Cl)o1	0.1	x	-17	-0.3	6	3	6	-7	-4	5	-1.0
Cc1nnc2sc(-c3ccc(NC(=O)c4ccc(-c5ccc(Cl)cc5Cl)o4)cc3)nn12	-1.4	0.6	-29	-1.9	-4	1	-12	9	-6	2	1.2
COc1ccc(C(C)=O)c(OC(=O)c2ccc(OC)c(OC)c2)c1	0.3	1.1	1	1.3	-2	0	4	10	-5	2	-3.3
CC(C)(OC(=O)c1ccc(F)cc1)c1cc2ccccc2c(=O)o1	0.3	3.4	20	0.3	-9	-5	-4	-12	-7	-8	-0.4
COc1ccc(C(=O)Nc2nc(CC(=O)NCCc3ccccc3OC)cs2)cc1	1.9	3.9	7	-2.8	3	0	-3	11	8	-2	1.4
CN(C)c1nc(-c2ccccc2)ncc1S(=O)(=O)c1ccccc1	1.4	3.1	-12	-0.6	19	-6	-8	256	-18	6	3.5
CCOC(=O)C1CSc2[nH]c(=O)sc2C1c1ccccc1 (stereo not given)	1.0	1.6	7	1.6	9	2	-2	-6	-6	0	2.2
COc1cccc(C(=O)NCC(c2ccco2)N2CCc3ccccc3C2)c1 (stereo not given)	0.4	2.1	12	1.5	2	-2	4	-17	-20	-5	-1.4
COc1cc(C(=O)Oc2cccc(C(=S)N3CCOCC3)c2)cc(OC)c1OC	1.6	-0.7	-22	0.6	-5	0	-3	67	3	-1	-3.1
Nc1cc(C(=O)N2CCN(c3ccc([N+](=O)[O-])cc3)CC2)ccc1N1CC2CC(C1)c1cccc(=O)n1C2 (stereo not given)	-1.1	-1.1	4	1.1	-4	5	-2	10	-2	4	-0.1
CCOc1ccccc1N1CCN(C(=O)C(Sc2ccccc2)c2ccccc2)CC1 (stereo not given)	-0.2	-0.9	-6	0.0	4	0	-8	16	3	2	2.1
Cc1cccc(CSCCNC(=S)Nc2ccccc2)c1	3.1	4.2	9	-0.3	5	-5	3	15	-4	1	1.4
CC(C)NC(=O)COC(=O)c1ccc(NS(=O)(=O)c2ccc3c(c2)OCCO3)cc1	0.3	-1.2	8	-1.7	-1	1	2	-7	4	-3	-2.3
Cc1cc(C)cc(NS(=O)(=O)c2coc(C(N)=O)c2)c1	5.3	2.7	7	-1.0	0	-1	0	-4	6	-3	-1.9
COc1ccc(C2CC(=O)Nc3cc(C)c(C)cc32)c(OC)c1OC (stereo not given)	2.6	1.9	-4	0.9	-11	-1	-1	75	-5	5	-1.7
N#C/C(=C\c1cccc(Oc2ccccc2)c1)C(=O)N1CCOCC1	0.0	0.1	4	-1.3	2	-2	-11	95	-13	-2	-0.8
N#C/C(=C\c1cccs1)C(=O)Nc1ccccn1	-0.2	-0.7	12	2.7	-6	0	-9	-5	-6	5	1.2
Cc1ccc(NC(=O)c2ccc(CSc3nnnn3C)cc2)cc1	-0.5	4.7	-3	1.0	-10	0	1	x	-5	-1	2.3
Clc1ccc(Cl)c(OCCN2CCCC2)c1	1.8	-0.7	11	1.2	-3	-1	-2	77	-1	-3	0.7
Nc1sccc1C(=O)c1ccc(Cl)cc1	x	1.6	22	0.4	1	1	5	x	3	-1	x
COC(=O)c1cc(Br)c(=O)n(Cc2cccnc2)c1	-1.4	2.3	-7	-0.2	-6	4	-4	-10	2	-1	1.5
COC(=O)c1ccc(CNC(=O)c2ccc(OC)c(S(=O)(=O)NC3CCCC3)c2)cc1	0.8	0.6	-4	1.1	8	2	5	6	2	2	1.6
CC(=O)Nc1ccc2c(c1)nc(C)n2-c1ccccc1	1.5	4.3	16	-0.7	-4	2	0	-9	-2	-5	-0.1
C=CCn1c(C)cc(C(=O)COC(=O)/C=C/c2cccc(OC)c2)c1C	-0.9	4.1	0	1.2	1	-8	-5	35	3	0	-0.7
CC(=O)Nc1ccc(C(=O)Nc2cc(C)on2)cc1	-1.1	1.1	-12	-3.0	5	-2	0	4	0	3	0.7
COc1cc(NC(=O)CN2C(=O)C(c3ccccc3)=NC2(C)C)cc(OC)c1	1.9	0.6	-15	0.7	2	1	-10	-24	6	5	-1.5
Cc1ccc(S(=O)(=O)N2CCN(C(=O)CNC(=O)c3ccc(Br)o3)CC2)cc1	-3.1	-2.4	-17	0.2	1	-4	1	1	-14	6	-2.4
Cc1ccc(N(CC(=O)Nc2ccccc2C(=O)NCc2ccco2)S(=O)(=O)c2ccccc2)cc1C	1.8	-1.9	-6	0.1	-6	-7	9	-14	2	3	-1.4
CC(C)n1ncc2c(C(=O)N3CCN(Cc4ccc(Br)s4)CC3)cc(C3CC3)nc21	-0.4	2.1	5	-1.9	53*	-3	-5	1	-7	-2	-3.0
CCOc1ccc(NS(=O)(=O)c2ccc(C(=O)N3CCCCC3)cc2)cc1	0.6	0.2	-16	-0.6	4	2	5	-3	-6	-3	-1.4
CCN(C[C@H]1N[C@@](CC)(C(=O)OC)[C@H]2C(=O)N(C)C(=O)[C@@H]12)C(=O)COC	3.4	0.6	3	-0.2	-2	-1	-5	x	4	-1	-0.2
C[C@@H]1CN([C@@H](C)CO)C(=O)c2cccc(NC(=O)c3ccncc3)c2O[C@@H]1CN(C)Cc1ccc(-c2ccccc2)cc1	-0.8	-2.5	-12	-6.4	11	2	-3	13	-11	0	-3.2
Fc1ccc(-c2cnc3n2CCCCC3)cc1	-0.6	-0.5	5	0.0	2	0	-16	1	-15	-2	0.5
C[C@H]1CN([C@@H](C)CO)C(=O)c2cc(NC(=O)C3CCCCC3)ccc2O[C@H]1CN(C)S(=O)(=O)c1ccccc1	1.9	1.1	6	-0.3	3	1	10	15	3	-2	0.8
COc1cc(C2SCC(=O)N2Cc2ccccc2)cc(OC)c1OC (stereo not given)	-1.5	1.0	-11	1.8	0	1	-7	4	-4	3	0.3
O=C(Nc1ccc2c(c1)OCO2)NC1(C(F)(F)F)Oc2ccccc2O1	2.9	1.8	5	0.5	-1	0	6	279	8	-2	2.2
Cc1nn(Cc2ccc(Cl)cc2)c2sc(C(=O)OCC(N)=O)cc12	0.6	2.5	0	-0.9	-7	-5	-9	15	10	-1	-1.4
Cc1ccc(-c2nc3ncccn3c2NC2CCCC2)o1	0.5	1.6	23	-0.8	-1	1	-10	-4	-9	-2	-3.0
Cc1ccc(S(=O)(=O)N(Cc2ccccc2F)C(=O)N2CCN(C)CC2)cc1	-0.2	3.4	-9	0.1	1	-1	-17	-6	-16	10	-0.8
Cc1cccc(C)c1NC(=O)CSc1nc2ccccc2c(=O)[nH]1	2.2	3.6	21	0.0	2	2	0	0	-4	-9	1.6
COc1ccc(NC(=O)/C(=C/c2ccc3c(c2)OCO3)NC(C)=O)cc1	1.2	4.6	5	0.4	-3	-1	2	56	7	-2	-1.6
CCOC(=O)c1c(/N=C/C2C(=O)CCCC2=O)sc(C)c1C	-0.2	2.0	-22	1.6	-4	-3	-12	27	-7	4	0.0
CCC(=O)NNC(=O)CCC(=O)Nc1ccc(C)cc1C	1.3	3.2	-5	-1.9	-6	0	0	135	-1	2	1.2
Cc1c(Cl)cccc1NC(=O)CSc1ncnc2c1cnn2CCc1ccccc1	1.9	1.8	5	0.5	3	-3	-2	167	-9	-2	1.7
Clc1ccccc1SCc1nc2ccccc2[nH]1	1.1	4.0	-15	-1.2	-1	-8	-4	-24	-10	-1	1.7
Cc1cc(NC(=O)COC(=O)c2cc(S(=O)(=O)N(C)c3ccccc3)ccc2Cl)no1	2.8	0.5	-11	-1.0	4	-3	-16	-1	-7	-1	0.3
COC(=O)c1ccc(NS(=O)(=O)c2ccc(OC)cc2)cc1	0.1	0.2	-4	-0.2	-3	9	-14	6	-7	-4	-2.5
COc1ccc(NC(=S)N2CCC(C(=O)c3ccc(F)cc3)CC2)c(OC)c1	-1.2	2.6	1	1.5	2	0	2	-6	-8	0	1.3
O=C(c1ccc(COc2ccccc2Cl)o1)N1N=C(C(F)F)CC1(O)C(F)F (stereo not given)	3.0	2.8	-8	1.6	14	4	-4	438*	-17	3	3.1
O=C(COC(=O)C12CC3CC(CC(Br)(C3)C1)C2)Nc1ccc2[nH]c(=O)[nH]c2c1	4.9	2.3	9	2.5	0	4	-11	-2	-9	-4	-1.2
O=C(COC(=O)c1ccc(O)cc1O)NNC(=O)c1cccs1	-0.8	-0.1	-17	-0.1	-4	2	3	-5	3	-1	-5.5
CC1CN(CCCCOc2ccc(F)cc2)CC(C)O1 (stereo not given)	0.0	0.2	2	-0.5	2	-2	1	274	8	-1	-0.2
Nc1ccc(N=Nc2ccc(N)cc2)cc1	1.8	3.5	11	0.2	-9	8	10	72	-1	-2	-1.4
CC(=O)c1ccc(NC(=O)C2CCCNC2=O)cc1 (stereo not given)	1.1	2.4	12	-1.1	5	1	0	-11	10	-5	1.1
NC(=O)C1CCN(c2nc(-c3ccccc3F)cs2)CC1	3.6	1.8	-14	2.1	-8	0	6	64	-3	2	2.2

Random draw from the library. About 2.3% of those tested had a hit in this group.
